Compound activity deposited in PubChem BioAssay by Broad Institute.
SIRT5 block: SIRT5 desuccinylase inhibitors, primary screen, biochemical, fluorescence imaging, single point, set 5. NAD-dependent protein deacylase sirtuin-5, mitochondrial (Homo sapiens), Q9NXA8. 1.1% of 330,000 active. Purified SirT5, succinyl-peptide AMC, trypsin-coupled fluorescence. inhibition, % at 15 µM; in the data active = inhibition above about 15%
Target sequence (Q9NXA8 whole entry, looked up): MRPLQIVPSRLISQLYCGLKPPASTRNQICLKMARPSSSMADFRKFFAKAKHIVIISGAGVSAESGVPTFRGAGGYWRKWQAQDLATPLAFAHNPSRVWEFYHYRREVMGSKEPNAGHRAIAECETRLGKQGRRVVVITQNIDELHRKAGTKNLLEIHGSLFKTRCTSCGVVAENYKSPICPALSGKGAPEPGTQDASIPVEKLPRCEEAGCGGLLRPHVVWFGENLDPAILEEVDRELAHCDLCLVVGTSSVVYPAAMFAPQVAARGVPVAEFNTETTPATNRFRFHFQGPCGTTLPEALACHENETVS
CASP6 VEID inh: human caspase-6 inhibitors, primary screen, biochemical, VEID-R110 fluorescence, single point, set 2; purified caspase-6, Z-VEID-R110 cleavage fluorescence; inhibition, % at 12.5 µM; 0.53% of 350,000 active; AID 686996, 2013;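 active = mean inhibition across replicates at least about 35%, with every replicate also reaching that limit, limit read from the data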;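 note: 0% = median of neutral control wells and 100% = no fluorescence left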
Target sequence (P55212 24-179 limits assumed): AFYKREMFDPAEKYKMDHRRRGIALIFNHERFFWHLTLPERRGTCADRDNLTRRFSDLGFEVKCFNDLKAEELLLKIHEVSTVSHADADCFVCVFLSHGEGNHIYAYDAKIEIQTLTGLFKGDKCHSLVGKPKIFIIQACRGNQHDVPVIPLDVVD
Target sequence (P55212 194-293 limits assumed): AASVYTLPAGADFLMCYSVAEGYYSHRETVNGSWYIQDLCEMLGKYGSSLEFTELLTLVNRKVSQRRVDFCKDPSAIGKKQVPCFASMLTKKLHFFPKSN
FN deposition inh: inhibitors of fibronectin matrix deposition, primary screen, AH1F cells, Alexa488-fibronectin fluorescence, plate reader | AH1F fibroblasts, overnight | AID 743247, 2014 | inhibition, % at 12.6 µM | 0.086% of 350,000 active;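 active = mean inhibition across replicates of 30% or more, regardless of how many single replicates reach that level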;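 note: positive control wells lacked labelled fibronectin entirely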
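Assay system: AH1F fibroblast monolayer, labelled fibronectin deposition. Amount: 10000 cells per well. Also added: labelled fibronectin 24 nM. Compound: single-point pinned compound. Incubation: cell attachment 1 h, compound and FN exposure overnight. Detection: fluorescence after three HBSS washes, excitation 485 nm, emission 525 nm. Read-out: inhibition of fibronectin deposition signal.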
LGR2 inh: inhibitors of bursicon-induced LGR2 CRE-luciferase signal, primary screen, cell-based, HEK293, CRE-luciferase reporter, bursicon stimulation; bursicon-stimulated, 4 h; inhibition, % at 9.99 µM; 0.35% of 380,000 active;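 active = drop in luminescence signal, shown as inhibition above about 50% in the replicate tests, limit read from the data, passing the limit was not always enough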;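 note: agonist challenge used bursicon conditioned medium at about half maximal strength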
esBAF inh: Bmi1 luciferase reporter increase in mESCs, primary screen, esBAF inhibitor project, mouse ES cells, Bmi1 luciferase knock-in, single point | 24 h; 100% = twice the neutral-well signal | reporter increase, % at 12.5 µM | 2% of 350,000 active; in the data active = activation above about 40%;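 note: 0% = median of the plate's neutral control wells and 100% = double that signal; a rise in the Bmi1 reporter signal indicates esBAF inhibition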
Statin myotox sup: suppressors of statin myotoxicity in C2C12 myotubes, primary screen, cell-based, single point, plate reader | C2C12 myotubes + simvastatin, ATP luminescence, 48 h; scaled: DMSO 0, geranylgeraniol control 100 | rescue of ATP level, % at 7.49 µM | 0.78% of 330,000 active | AID 602340, 2012;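 active = mean ATP rescue above about 67%, or every replicate alone reaching that limit, limit read from the data, passing the limit was not always enough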;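 note: myotubes were challenged with 10 µM simvastatin during compound exposure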
S100A4 inh HTS: inhibitors of S100A4-myosin IIA peptide binding, primary screen, biochemical, fluorescence polarization, TAMRA-MyoIIA peptide; inhibition, % at 10.7 µM; 0.14% of 360,000 active; AID 652163, 2013;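 active = mean inhibition of at least 70% across replicates, with every replicate also reaching that level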
Target sequence (P26447 whole entry, looked up): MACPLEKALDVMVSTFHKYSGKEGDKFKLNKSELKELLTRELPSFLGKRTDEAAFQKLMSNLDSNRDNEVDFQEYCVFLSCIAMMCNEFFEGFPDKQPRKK
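Test system: S100A4 monomer protein; Medium: HEPES pH 7.2 with CaCl2, KCl, NaCl, DTT, Triton; Probe or stimulus: TAMRA-labelled myosin IIA heavy-chain peptide probe, 5 nM; Doses: one dose per compound; Times: polarization read 5 min after assay mix addition, stable 5–60 min; Benchmarks: neutral control DMSO, positive control TFP.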
* marks the source's active call; other numbers are inactive results; x = not tested or not shown; & = joins results of further samples. An excerpt; count on the stated rates, not on these rows.

Results follow in this order: SIRT5 block | CASP6 VEID inh | FN deposition inh | LGR2 inh | esBAF inh | Statin myotox sup | S100A4 inh HTS
> CCNS(=O)(=O)c1ccc(NC(=S)NCC2CCCO2)cc1 (configuration not stated)
→ -1 | 1 | -1 | 16 | x | x | 1
> NC(=O)C1=C[C@H](c2ccccc2)C[C@H](OCc2ccc(CO)cc2)O1
→ 6&2 | -2&0 | -15 | -37 | 26 | -1 | -1&2
> COc1ccc(NC(=O)Nc2ccc3c(c2)C(=O)N([C@H](C)CO)C[C@@H](C)[C@@H](CN(C)Cc2ccc(C(=O)Nc4ccccc4N)cc2)O3)cc1
→ 7 | -2 | -15 | -2 | -7 | x | 10
> CSc1cccc(N2CC(C(=O)N(Cc3nnc(-c4ccccc4Cl)o3)C3CC3)CC2=O)c1 (configuration not stated)
→ 1 | 3 | 8 | 2 | -6 | -7 | -3
> CC(C)OCCCNC(=O)c1c(N)n(/N=C/c2cccs2)c2nc3ccccc3nc12
→ -2 | -1 | 2 | x | -3 | -13 | 0
> COc1ccc(CC2(CO)CCN(Cc3nc(C(C)C)cs3)CC2)cc1
→ 2 | 0 | 11 | 14 | -3 | 2 | -1
> CCOC(=O)c1c(S(=O)(=O)N2CCCC2)c(C)n(C)c1C
→ -2 | 2 | -2 | 6 | x | x | -1
> Brc1ccc2nc(-c3ccco3)c(Cc3ccsc3)n2c1
→ 2 | 3 | -3 | 11 | 5 | 2 | -3
> CCCCn1c(O)c2n(c1=O)Cc1ccccc1N=C2c1ccc(OC)cc1
→ -1 | -1 | 4 | -4 | 1 | 5 | 3
> C[C@H]1CN([C@@H](C)CO)C(=O)c2cc(NC(=O)c3ccncc3)ccc2O[C@H]1CN(C)S(C)(=O)=O
→ x | 0 | 1 | 7 | 2 | -3 | 6
> O=C(CSc1nc2ccccc2s1)CSc1nc2ccccc2s1
→ -1 | x | x | 6 | -2 | -3 | 2
> CCCNC(=O)C1CC(c2ccccc2[N+](=O)[O-])=NO1 (configuration not stated)
→ x | 2 | 7 | 12 | -9 | 9 | 1
> COc1cc(-c2nnc(SCC(=O)c3ccc(C)cc3)o2)cc(OC)c1OC
→ 1 | -5 | x | 3 | -2 | -16 | 1
> COCC(=O)Nc1ccc2c(c1)[C@@H]1C[C@@H](CC(=O)N[C@H](C)c3ccccc3)O[C@@H](CO)[C@@H]1O2
→ 0 | 2 | -20 | -2 | 2 | 0 | 2
> CC(C)COC(=O)C(C)Nc1n[nH]c(=S)[nH]c1=O (configuration not stated)
→ x | 4 | -4 | 7 | x | x | -4
> CCOC(=O)c1c(C=O)c2ccccc2n1CC
→ x | 0 | 7 | 2 | 3 | -5 | -3
> Cc1ccc(SCCNCc2ccco2)cc1
→ 0 | -3 | -1 | -5 | -1 | 15 | -2
> O=C(Nc1cccc(Cl)c1)Nc1nnc(-c2ccccc2)o1
→ x | x | -7 | x | -8 | 5 | x
> CCN(CC)c1nc(-c2ccc(C(=O)NN)cc2)nc(-c2ccc(C(=O)NN)cc2)n1
→ 0 | 0 | 0 | -9 | 8 | 32 | -34
> COc1cccc(NC(=O)Cc2nnc(SCC(=O)NC3CCCCC3)n2C)c1
→ -2 | 1 | -2 | 2 | -1 | 9 | -3

An excerpt from above, reduced to CASP6 VEID inh:
structure | CASP6 VEID inh
CCN(CC)c1nc(-c2ccc(C(=O)NN)cc2)nc(-c2ccc(C(=O)NN)cc2)n1 | 0
COc1cccc(NC(=O)Cc2nnc(SCC(=O)NC3CCCCC3)n2C)c1 | 1

Continued:
Results follow in this order: SIRT5 block | CASP6 VEID inh | FN deposition inh | LGR2 inh | esBAF inh | Statin myotox sup | S100A4 inh HTS
> O=C(NCC1CCCO1)c1ccc(CNS(=O)(=O)c2cccc(Cl)c2)cc1 (configuration not stated)
→ -3 | 0 | 3 | -10 | 11 | -3 | 2
> CC(/C=N\NC(=O)c1ccc(C)nc1)=C\c1ccccc1
→ -4 | -1 | 4 | -10 | 17 | -1 | -9
> CC(C)NC(=O)N1[C@H](CO)[C@@H](c2ccc(C#CC3CC3)cc2)[C@@H]1C#N
→ -2 | 3 | -5 | -13 | 2 | 14 | -9
> COC(=O)c1cc2c(c3c4cc(F)ccc4n(S(=O)(=O)c4ccccc4)c13)C(=O)N(Cc1ccc(N(C)C)cc1)C2
→ x | 2 | 5 | x | x | x | -6
> CC#CC(=O)N1CCC(Oc2cccc(C(=O)NCc3ccccn3)c2)CC1
→ 0 | -3 | -9 | 3 | -6 | 3 | -11
> Cc1ccc(OCCC(=O)OCC(=O)NCCc2ccc(Cl)cc2)cc1
→ -4 | 2 | -7 | -7 | x | -9 | 1
> COc1ccc(C(=O)Cn2nnc(-c3ccccc3NC(=O)C3CCCCC3)n2)cc1
→ x | x | 8 | x | 1 | -20 | x
> CCOC(=O)C1=C(c2ccccc2)Nc2ncnn2C1c1ccc(O)cc1 (configuration not stated)
→ -3 | 1 | 7 | -1 | x | x | -2
> Cc1ccc(S(=O)(=O)Nc2ccc3c(c2)C(=O)N([C@H](C)CO)C[C@@H](C)[C@H](CN(C)C(=O)NC(C)C)O3)cc1
→ -4 | 0 | x | 4 | 0 | -4 | 6
> Cc1ccc(S(=O)(=O)N(C)C[C@@H]2OCc3cnnn3CCCC(=O)N([C@H](C)CO)C[C@@H]2C)cc1
→ -2&2 | 0&0 | 7&-1 | 1&-2 | 3&3&0 | 8&-8&0 | -15&3

Profiles as entered above:
`CCOC(=O)C1=C(c2ccccc2)Nc2ncnn2C1c1ccc(O)cc1` (configuration not stated) is listed with SIRT5 block = -3; CASP6 VEID inh = 1; FN deposition inh = 7; LGR2 inh = -1; esBAF inh = x; Statin myotox sup = x; S100A4 inh HTS = -2
`COC(=O)c1cc2c(c3c4cc(F)ccc4n(S(=O)(=O)c4ccccc4)c13)C(=O)N(Cc1ccc(N(C)C)cc1)C2` is listed with SIRT5 block = x; CASP6 VEID inh = 2; FN deposition inh = 5; LGR2 inh = x; esBAF inh = x; Statin myotox sup = x; S100A4 inh HTS = -6

Carrying on.
Results follow in this order: SIRT5 block | CASP6 VEID inh | FN deposition inh | LGR2 inh | esBAF inh | Statin myotox sup | S100A4 inh HTS
> Cc1ccc(S(=O)(=O)Nc2ccc(Nc3ccccc3)cc2)cc1
→ -2 | -1 | -1 | 2 | -4 | 0 | 5
> CN(C(=O)CSC(=O)c1ccccc1)c1ccccc1
→ -3 | 3 | -6 | -5 | -2 | 11 | 67
> Cc1ccc(C)c(NC(=O)CSc2nc(C)cc(C)c2C#N)c1
→ x | x | x | 0 | -2 | -18 | x
> CCc1ccc(C(=O)N/N=C(\C)c2ccncc2)s1
→ -2 | -2 | -2 | -56 | x | x | -2
> COc1cccc(-c2cnc(C(O)c3ccc(CN4CCCC4)cc3)[nH]2)c1 (configuration not stated)
→ -4 | -12 | 0 | 6 | 4 | -13 | 0
> CCC(=O)c1ccc(N2CCC(C)CC2)c(F)c1
→ 0 | -1 | x | -48 | 71* | -9 | -3
> CN(C)c1nn(C(=O)Nc2cccc(C(F)(F)F)c2)cc1-c1ccccc1
→ -2 | 0 | -5 | 4 | -7 | -21 | 2
> Cc1cc(C)c2c(=O)c(C#N)coc2c1
→ -1 | -4 | -1 | -14 | x | x | -2
> Cc1nc(-c2ccccc2)sc1-c1ccn[nH]1
→ -2 | -2 | 14 | -48 | 16 | 8 | -15
> O=C([C@@H]1CC=C[C@@H]2CCN(C3CC3)C(=O)[C@@H]21)N1CCN(c2ccccc2)CC1
→ -2 | -5 | 3 | x | -9 | 6 | 19
> COc1ccc(OCC(=O)NC2CCSc3ccccc32)cc1 (configuration not stated)
→ -4 | 1 | 10 | 4 | 9 | 3 | 0
> O=C(CCn1cnnn1)Nc1ccccc1F
→ 2 | 0 | 0 | 5 | 4 | -2 | -9
> COc1ccccc1S(=O)(=O)Cc1ccc(C(=O)N2CCCC2)o1
→ x | 0 | -3 | 2 | -2 | 0 | -4
> CCOc1cc(C(=O)Nc2ccncc2)cc(OCC)c1OCC
→ -1 | 1 | 3 | 10 | x | x | 1
> O=C1CCC(=O)N1c1ccc(NCCc2cccc(F)c2)c([N+](=O)[O-])c1
→ 2 | -1 | 3 | 2 | -1 | -3 | 10
> COc1cccc(CNC(=O)CN(c2cc(C)cc(C)c2)S(=O)(=O)c2c(C)noc2C)c1
→ x | 0 | -9 | -1 | -1 | -13 | 4
> CC1CC(C)CN(c2ccc(NS(=O)(=O)c3ccccc3)cc2C(=O)O)C1 (configuration not stated)
→ -4 | -8 | x | 6 | -1 | 4 | -7
> COc1cc(/C=N/NC(N)=O)cc(Br)c1OCc1ccccc1C
→ x | x | -3 | x | -5 | 7 | x
> CCOC(=O)[C@]12CCC=C1N(Cc1ccc3c(c1)OCO3)C(=O)[C@H](CC(=O)NCc1cccc(C(F)(F)F)c1)C2
→ 0 | 0 | x | 20 | x | x | -2
> COc1ccccc1C(=O)Nc1ccc2c(c1)C(=O)N(C)C[C@@H](OC)[C@@H](C)CN(C(C)=O)[C@H](C)CO2
→ -6 | -2 | 11 | 0 | -2 | 10 | 11
> CC(O)CCC(=O)NNC(=S)Nc1ccccc1 (configuration not stated)
→ 4 | 0 | -4 | 1 | 0 | 10 | 3
> CCC(C)(C)C1CCC2(CC1)NC(=O)N(CC(=O)N(C)Cc1ccc(OC(F)F)cc1)C2=O (configuration not stated)
→ 5 | -1 | 1 | 17 | x | x | -3
> Cc1ccc(S(=O)(=O)N2CCCC(C(=O)Nc3ccc(C(=O)O)cc3)C2)cc1Cl (configuration not stated)
→ -1 | -2 | 3 | -9 | x | x | -5
> O=C(NNS(=O)(=O)c1ccccc1)c1cccc([N+](=O)[O-])c1
→ -3 | 0 | -6 | 6 | -4 | -9 | 2
> Cc1ccc([N+](=O)[O-])cc1-c1ccc(/C=N\n2nnnc2N)o1
→ 1 | 4 | 4 | 26 | x | x | -1
> C=CCNS(=O)(=O)c1cccc2cc(C(=O)O)c(O)cc12
→ x | x | 3 | x | 5 | -8 | x
> COc1ccc(C)cc1-n1c(SCC(=O)Nc2cccc(C(=O)O)c2)nc2ccccc2c1=O
→ 2 | 8 | -1 | 4 | x | x | 3
> CCn1ncc(/C=N\NC(=O)c2ccc3c(c2)c(C)c(C)n3Cc2ccccc2)c1C
→ x | x | -4 | x | -2 | 44 | x
> Cc1c(CN2CCC(C(=O)Nc3cccc(-c4cccc(Cl)c4)c3)CC2)cnn1C
→ -3 | -17 | 4 | 3 | -3 | -2 | -7
> Cc1ccc(S(=O)(=O)N[C@@H]2C=C[C@@H](CC(=O)NCCCN(C)C)O[C@@H]2CO)cc1
→ 0 | -1 | -2 | 8 | 3 | -1 | 13
> O=C(C[C@@H]1CC[C@H](NC(=O)c2ccccc2)[C@H](CO)O1)NCCc1ccncc1
→ -3 | 0 | -16 | -15 | -2 | 2 | -19
> CCOC(=O)c1ccc(NC(=O)CSc2nnc(CNC(=O)c3ccccc3F)o2)cc1
→ -4 | 1 | x | -8 | 4 | 18 | -3
> COC(=O)Cn1ccc(N(C)C)c(C#N)c1=O
→ -1 | 0 | x | -5 | -6 | 0 | -2
> Cc1nc(C)c(-c2ccn(S(=O)(=O)c3ccc(Cl)cc3)n2)o1
→ -3 | 4 | 0 | 2 | -9 | 12 | -11
> Cc1ncc([N+](=O)[O-])n1CC(=O)Nc1ccc(Br)cc1
→ -2 | 0 | -1 | 14 | -4 | -9 | -7
> CCCCOc1ccc(N(CC(=O)NCC2CCCO2)C(=O)CCC(=O)Nc2cc(C)ccn2)cc1 (configuration not stated)
→ x | x | -2 | x | -10 | 21 | x
> COc1ccc(C(=O)N(C)Cc2ccccn2)cc1OC1CCN(C(C)C)CC1
→ -1 | 1 | 1 | -6 | -2 | -6 | -5
